NCI-60 one-dose screen, 48 h, at 10 µM unless noted. Numbers give growth in % (100 = growth as untreated, 0 = no growth, -100 = all killed).
RXF 393: RXF 393 renal cancer cells | actives 6.9% (n = 77,000)
NCI-H23: NCI-H23 lung cancer; actives 4% (n = 80,000)
ACHN: ACHN renal cancer. actives 4.9% (n = 81,000)
NCI-H522: NCI-H522 lung cancer; actives 8% (n = 78,000); AID 1794739
NCI/ADR-RES: NCI/ADR-RES ovarian cells; actives 4.4% (n = 81,000)
A498: A498 renal cancer cells; actives 5.4% (n = 76,000)
CAKI-1: CAKI-1 renal cancer; actives 4.7% (n = 75,000); AID 1794772
NCI-H460: NCI-H460 lung cancer; actives 6.8% (n = 82,000); AID 1794736
NCI-H226: NCI-H226 lung cancer | actives 3.5% (n = 79,000) | AID 1794732
* marks the source's active call; other numbers are inactive results; . = not tested or not shown; & = joins results of further samples; [ ] = remark or other dose. How the source made its calls: active means growth percent below 10; inactive means the rest.

SMILES | RXF 393 | NCI-H23 | ACHN | NCI-H522 | NCI/ADR-RES | A498 | CAKI-1 | NCI-H460 | NCI-H226
CN(C)CC(=O)c1ccc2cc(Br)c3ccccc3c2c1 | 72 | 74 | 60 | 9.3* | 73 | 42 | 75 | 59 | 88
Nc1nc(N)c2ccccc2n1 | 102 | 103 | 101 | 112 | 101 | 116 | 97 | 104 | 106
CC(C)OC(=S)SSC(=S)OC(C)C | 102&116 | 101&106 | 102&110 | 95&100 | 107&110 | 99&99 | 102&107 | 103&101 | 96&93
O=C(Nc1ccc(Nc2ccncc2)cc1)c1ccc(C(=O)Nc2ccc(Nc3ccncc3)cc2)cc1 | 100 | 59 | 97 | 47 | 109 | 117 | 82 | 88 | 69
COc1cc(C=Nc2oc(-c3ccccc3)c(-c3ccccc3)c2C#N)cc(CN2CCN(c3ccccc3)CC2)c1O | 108 | 93 | 93 | 87 | 103 | 81 | 73 | 102 | 95
Cc1ccc2c(c1)C(=O)/C(=C/c1c[nH]c3ccccc13)S2 | -28* | . | 58 | 11 | 72 | 127 | 37 | 34 | 41
Cc1ccc(C(=O)Nc2ccc(-c3nc(N4CCOCC4)c4c5c(sc4n3)CCCC5)cc2)cc1 | 114 | 95 | 88 | 84 | 98 | 92 | 85 | 97 | 86
CCOC(=O)c1cc(C(=O)c2ccc(OC)c(OC)c2)n2nc(-c3ccc(Cl)cc3)ccc12 | 66 | 79 | 52 | 69 | 89 | 93 | . | 89 | 89
[O-][n+]1ccnc2ccccc21 | 118 | 92 | 101 | 84 | 102 | 106 | . | 112 | 108
CCOC(=O)c1nn(C2CCCCO2)c2ccc(NC(=O)CN3CCCC3)cc12 (stereo not given) | 133 | 110 | 101 | 98 | 103 | 79 | 92 | 100 | 110
CSc1ncnc2c1cnn2-c1ccc(S(N)(=O)=O)cc1 | 32 | 87 | 110 | . | 86 | 105 | 39 | 117 | 100
COc1ccccc1-c1cc(=O)c2c(OC)c(C=O)c(O)cc2o1 | 124 | 86 | 94 | 79 | 95 | 91 | 102 | 103 | 109
C=C1CC[C@@H]2[C@](C)(COC(C)=O)[C@H](OC(C)=O)CC[C@@]2(C)[C@@H]1CC(Nc1ccc(S(=O)(=O)Nc2nccc(C)n2)cc1)C1=CCOC1=O (stereo not given in full) | -38* | 48 | -37* | -51* | 21 | 97 | 61 | 47 | -12*
NC(=O)c1c(NC(=O)c2cccs2)sc2c1CCC(=O)C2 | 46 | 20 | 22 | -0.9* | 59 | 95 | -1.3* | 87 | 83
CC(=O)c1sc(-c2cccc(C(F)(F)F)c2)cc1O | 105 | 96 | 101 | 80 | 98 | 92 | 91 | 106 | 97
COc1nc2ccccc2nc1NNC(=O)/C(C#N)=C/c1ccc(Cl)cc1Cl | 107 | 98 | 95 | 101 | 99 | . | 94 | 104 | 97
Nc1ccc(S(=O)(=O)c2ccc(N3CCOCC3)c(N)c2)cc1 | 114 | 98 | 101 | 91 | 104 | 111 | 89 | 108 | 98
OCCSCCCCCCSCCO | 103 | 103 | 110 | 91 | 105 | 104 | 89 | 102 | .
COc1ccc([C@@H]2c3[nH]c4ccccc4c3C[C@@H]3C(=O)N(C4CCN(Cc5c(Cl)cccc5Cl)CC4)CC(=O)N23)c(OC)c1 | . | 93[6.25 µM] | 94[6.25 µM] | 92[6.25 µM] | 92[6.25 µM] | 102[6.25 µM] | 68[6.25 µM] | 113[6.25 µM] | 94[6.25 µM]
Cc1ccncc1C(=O)O | 118 | 93 | 97 | 128 | 97 | 89 | 96 | 100 | 101
CCNC(=O)c1onc(-c2ccccc2)c1-c1cc(OC)c2c(c1OC)OCO2 | . | 103 | 96 | 95 | 95 | 93 | 72 | 103 | 100
CCCCCCN(CCCCCC)CC(O)c1ccc2c3c(cccc13)CC2 (stereo not given) | 67 | 30 | 54 | 30 | 56 | 25 | 60 | 43 | 70
CCCCCCN(N=O)c1nc2c(c(=O)n(C)c(=O)n2C)n1C | 105 | 90 | 90 | 82 | 98 | 98 | . | . | 95
COc1ccccc1NC(=O)C1CCC(=C2C(=O)OC(C)(C)OC2=O)N1C (stereo not given) | 105 | 104 | 99 | 93 | 107 | 109 | 96 | 106 | 100
ON=C(Cc1ccccc1)Cc1ccccc1 | 113 | 98 | 107 | 97 | 102 | 79 | 107 | 105 | 100

Single records, from the list above. Order of values: RXF 393	NCI-H23	ACHN	NCI-H522	NCI/ADR-RES	A498	CAKI-1	NCI-H460	NCI-H226
CC(C)OC(=S)SSC(=S)OC(C)C is entered as 102&116	101&106	102&110	95&100	107&110	99&99	102&107	103&101	96&93
Nc1ccc(S(=O)(=O)c2ccc(N3CCOCC3)c(N)c2)cc1 is entered as 114	98	101	91	104	111	89	108	98
CCCCCCN(CCCCCC)CC(O)c1ccc2c3c(cccc13)CC2 (stereo not given) is entered as 67	30	54	30	56	25	60	43	70
CCOC(=O)c1cc(C(=O)c2ccc(OC)c(OC)c2)n2nc(-c3ccc(Cl)cc3)ccc12 is entered as 66	79	52	69	89	93	.	89	89
NC(=O)c1c(NC(=O)c2cccs2)sc2c1CCC(=O)C2 is entered as 46	20	22	-0.9*	59	95	-1.3*	87	83

An excerpt of these results, as labelled records:
SMILES: Cc1ccc(C(=O)Nc2ccc(-c3nc(N4CCOCC4)c4c5c(sc4n3)CCCC5)cc2)cc1
  RXF 393: 114
  NCI-H23: 95
  ACHN: 88
  NCI-H522: 84
  NCI/ADR-RES: 98
  A498: 92
  CAKI-1: 85
  NCI-H460: 97
  NCI-H226: 86

SMILES: CCOC(=O)c1cc(C(=O)c2ccc(OC)c(OC)c2)n2nc(-c3ccc(Cl)cc3)ccc12
  RXF 393: 66
  NCI-H23: 79
  ACHN: 52
  NCI-H522: 69
  NCI/ADR-RES: 89
  A498: 93
  CAKI-1: .
  NCI-H460: 89
  NCI-H226: 89

Later entries:
SMILES | RXF 393 | NCI-H23 | ACHN | NCI-H522 | NCI/ADR-RES | A498 | CAKI-1 | NCI-H460 | NCI-H226
Cc1nc2sc(C(=O)Nc3ccc(Br)cc3)c(N)c2cc1C(O)c1ccccc1 (stereo not given) | 87 | 61 | 72 | 60 | 60 | 52 | 65 | 69 | 68
COc1ccc(NCc2cccn2Cc2ccccc2)cc1 | . | 99 | 99 | 92 | 99 | 101 | 87 | 112 | 102
C=CCn1c(=O)c2cnc(Nc3ccc(N4CCN(C)CC4)cc3)nc2n1-c1cccc(C(C)(C)O)n1 | -27* | 2.2* | 25 | -46* | 25 | -26* | 23 | 12 | 40
Cn1cccc1-c1cc(-c2ccccc2F)c(C#N)c(=O)[nH]1 | 108 | 90 | 94 | 99 | 92 | . | 93 | 106 | .
Fc1ccccc1C1CC(c2ccccc2Cl)=NN1c1ccc(-c2ccccc2)nn1 (stereo not given) | 88 | 91 | 95 | 85 | 88 | 83 | 49 | 98 | 90
O=c1[nH][n+](-c2ncn[nH]2)no1 | 117 | 106 | 101 | 94 | 105 | 91 | 85 | 106 | 97
O=[N+]([O-])c1cc(F)cc(F)c1Nc1ccc(F)cc1 | 123 | 100 | 99 | 95 | 102 | 115 | 109 | 104 | 114
Cc1cc(C)cc(NCCC#N)c1 | 448 | 108 | 107 | 106 | 110 | 111 | 107 | 107 | 112
CCOC(=O)c1ccc(O)c(OC)c1 | 104 | 97 | 111 | 104 | 102 | 93 | 100 | 105 | 100
Nc1cc2[nH]c(=O)c3ccccc3c2cc1Br | 85 | 71 | 94 | 90 | 82 | 38 | 54 | 67 | .
CC1C(=O)C=CN2CC(c3ccc(F)cc3)=CCC12 (stereo not given) | 111 | 100 | 113 | 89 | 112 | 100 | 99 | 106 | 104
COc1ccc(-c2nc(-c3nc4cc(C)c(C)cc4[nH]3)cc3c2[nH]c2ccccc23)cc1 | -64* | 60 | 40 | 73 | 42 | 94 | 66 | 42 | 96
COC(=O)C(Cc1ccccc1)n1cc(COc2nc(Cl)nc(N3CCCC3)n2)nn1 (stereo not given) | 102 | 97 | 106 | 94 | 101 | 111 | 95 | 109 | 105
CCOC(=O)C1O[N+]([O-])=C(c2ccc(OC)cc2)C1c1cc(OC)c(OC)c(OC)c1 (stereo not given) | . | 103 | 102 | 88 | 103 | 103 | 93 | 109 | .
OC(CCN1CCC2CCC(C2)C1)c1ccc(Br)cc1 (stereo not given) | 109 | 99 | 104 | 97 | 99 | 101 | 85 | 112 | 98
Cc1ccc(C(C)C)cc1C(O)CN1CCCCC1 (stereo not given) | 118 | 111 | 96 | 113 | 108 | 49 | 99 | 100 | 109
N#C/C(=C\c1ccc(-c2ccccc2)cc1)c1ccccc1 | 106 | 105 | 95 | 86 | 104 | 102 | 87 | 102 | 92
Cc1ccc(NC(=O)CSc2nc(-c3ccccc3)c(C#N)c(=O)[nH]2)cc1 | 96 | 102 | 104 | 80 | 113 | 96 | 104 | 106 | 99
O=C(COc1ccc(/C=C2\COc3ccccc3C2=O)cc1)c1ccc(Cl)cc1 | 94 | . | 98 | 104 | . | 100 | 103 | 111 | 94
CN(C)CCC(=O)C(=Cc1ccccc1Cl)C(=O)CCN(C)C | 107 | 102 | 108 | 99 | 102 | 111 | 103 | 105 | 111
Cc1cccc(NC(=O)[C@@H]2c3ccccc3C(=O)N(c3ccccc3)[C@H]2c2ccccc2)n1 | . | 86 | 70 | 58 | 69 | . | 67 | 29 | 69
COc1ccccc1-n1cc(C#N)c(N)c1C(=O)c1ccc(Br)cc1 | 86 | 88 | 99 | 49 | 43 | 61 | 69 | 80 | 94
CC(=O)Nc1nc(-c2n[nH]c(=S)n2C)cs1 | 104 | 87 | 108 | 83 | 102 | . | 82 | 108 | 99
ClC1=NC(Cl)C(Cl)=N/C1=N\c1ncn[nH]1 (stereo not given) | -65* | 63 | -92* | . | 92 | 121 | -76* | 73 | 106
Cc1ccc(-c2nc(-c3cn(C)c4ncccc34)cs2)cc1 | -38*[100 µM] | -7.8*[100 µM] | 6.7*[100 µM] | 6.3*[100 µM] | -25*[100 µM] | -3.4*[100 µM] | -23*[100 µM] | -48*[100 µM] | -35*[100 µM]
Next section:
SMILES | RXF 393 | NCI-H23 | ACHN | NCI-H522 | NCI/ADR-RES | A498 | CAKI-1 | NCI-H460 | NCI-H226
OCCCc1ccco1 | 113 | 102 | 102 | 100 | 102 | . | 102 | 103 | 100
CC/C(=C(/c1ccc(Cl)cc1)c1ccc(OCCN2CCOCC2)cc1)c1ccc(OC)cc1 | 97 | 90 | 96 | 79 | 89 | 106 | 89 | 95 | 90
Cc1ccc2nc(NC(=O)CSc3nc(NN)c(C#N)c(-c4ccccc4)n3)sc2c1 | 91 | 92 | 99 | 99 | 101 | 87 | 88 | 103 | 97
O=C(O)c1ccc(N=Cc2c(O)n(CC(=O)c3ccc(Cl)cc3)c3ccccc23)cc1 | 114 | 59 | 95 | 94 | 105 | 121 | 89 | 106 | 94
CC1(C)[C@@H](OC(=O)c2cccnc2)CC[C@]2(C)[C@H]3C(=O)C=C4[C@@H]5C[C@@](C)(C(=O)O)CC[C@]5(C)CC[C@@]4(C)[C@]3(C)CC[C@@H]12 | 118 | 98 | 101 | 97 | 94 | . | 98 | 108 | 105
CCOC(=O)c1cccnc1Nc1ccc(N=C2C(=O)Nc3ccc(Br)cc32)cc1 | 101 | 96 | 100 | 94 | 102 | 103 | 76 | 108 | 92
COc1ccc(CNC(=O)c2c(C)n([O-])c3ccc(OC)cc3[n+]2=O)cc1 | . | 98 | 111 | -2.6* | 21 | 104 | 230 | 118 | 110
CCCCCCCC(=O)NCc1ccc(OCC(=O)NO)c(OC)c1 | 103 | 98 | 94 | 93 | 101 | . | 86 | 109 | 96
COc1cc(-c2ccc(NC(=O)c3cc4ccccc4cc3O)c(OC)c2)ccc1NC(=O)c1cc2ccccc2cc1O | 97 | 96 | 91 | 89 | 106 | . | 88 | 101 | 99
C=C1c2c(C)nn(-c3ccc(S(N)(=O)=O)cc3)c2N(C)C23CC1C1(C)c4c(C)nn(-c5ccc(S(N)(=O)=O)cc5)c4N(C)C(C)(CC12)C3 (stereo not given) | 33 | 51 | 14 | 44 | 79 | 75 | 41 | 12 | 41
CN1CCC(CC(C(=O)N2CCCC2)(c2ccccc2)c2ccccc2)C1 (stereo not given) | 116 | 101 | 110 | 106 | 114 | 108 | 92 | 116 | 111
C=C(C)[C@@H]1CC[C@]2(C(=O)NCCCCCCN)CC[C@]3(C)[C@H](CC[C@@H]4[C@@]5(C)C/C(=C/c6ccncc6)C(=O)C(C)(C)[C@@H]5CC[C@]43C)[C@@H]12 | 105 | 101 | 105 | 89 | 110 | 122 | 89 | 97 | 102
CCN1C(=O)N(CC)C2SC(N/N=C/c3ccc(F)cc3)=NC21 (stereo not given) | 47 | 30 | 37 | -33* | 0.9* | -22* | 32 | 4.7* | 48
COc1ccc(C2CC(=O)Nc3nc(N)sc32)cc1OC (stereo not given) | 101 | 107 | 98 | 99 | 112 | 111 | 99 | 111 | 93
CC(C)(C)C(Br)C(=O)Nc1ccccc1 (stereo not given) | 104 | 101 | 104 | 99 | 105 | 90 | 100 | 106 | 94
C#CCOc1ccc(C(Nc2ccc(CC)cc2)c2nnnn2C2CCCCC2)cc1OC (stereo not given) | . | 100 | 100 | 88 | 95 | 67 | 74 | 101 | 98
O=C(/C=C/c1cccc(O)c1)c1ccccc1O | 90 | 87 | 87 | -37* | 87 | 106 | 50 | 88 | 98
COc1ccc(C2=NN(CC(=O)Nc3nc4ccccc4s3)C(=O)CC2)cc1 | 110 | 95 | 99 | 92 | 103 | 106 | . | 102 | 98

Assay outcomes: PubChem BioAssay, NCI
